PLAP activator: PLAP enzyme activators, biochemical, luminescence, HTS. purified PLAP enzyme, luminescent substrate read-out; active compounds read high. activation fold at 20 µM. Alkaline phosphatase, placental type (Homo sapiens), P05187. actives 1.2% (n = 96,000); in the data active means activation fold above about 2
CYP2C9 inh: blockers of cytochrome P450 2C9 activity – biochemical, luminescence, ADME assay, primary screen | CYP2C9 Supersomes, luciferin-H conversion | inhibition, % at 5 µM | actives 20% (n = 96,000) | AID 777, 2007;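 active means blocking of liver enzyme CYP2C9 beyond about 50% at 5 µM, limit read from the data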; further: values of inactives mirror those of a sister screen read the other way
CYP2C9 activ: human CYP2C9 activators, primary screen, biochemical, luminescence. Cytochrome P450 2C9 (Homo sapiens), P11712. recombinant CYP2C9, luciferin-H conversion; active compounds read high; factor 1 = untreated enzyme, 0 = blocked. activation factor at 5 µM. actives 1.4% (n = 96,000). AID 1024, 2008;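 active means activation factor of 2 or more for CYP2C9 at a 5 µM dose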;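 further: 0 = sulfaphenazole-blocked wells and 1 = vehicle-only wells; values of inactives mirror those of a sister screen read the other way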
PostGolgi yeast: phenotypic screen on post-Golgi transport, primary screen. post-Golgi transport phenotypic cell assay. actives 0.9% (n = 98,000). inhibition, % at 10 µM; in the data active means inhibition above about 30%;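 further: yeast cells grown in 1536-well plates; yeast grown about 18 h at 30C before absorbance read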
Pyk2 oligo antag: antagonists of Pyk2 self-association, primary screen, Q293 cells, FERM NanoBiT luminescence, HTS; active compounds read low; z-score (the deposit names both 25 µM and 10 µM); actives 0.83% (n = 99,000); AID 1347419, 2020;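 active means Z-score of -3 or lower, scaled per plate to the spread of control and sample wells; inactive means z-score above -3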;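 further: negative z-score means lost luminescence so less FERM oligomerization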
CYP2C19 activ: human CYP2C19 activators, primary screen, biochemical, luminescence | recombinant CYP2C19, luciferin-H EGE luminescence; active compounds read high; 0 = fully inhibited enzyme, 1 = untreated enzyme | Cytochrome P450 2C19 (Homo sapiens), P33261 | 96,000 tested, under 10 active | activation factor at 5 µM;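 active means activation factor of at least 2 at 5 µM in the primary screen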;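 further: 0 = wells with 2.5 mM tranylcypromine and 1 = vehicle-only wells; values of inactives mirror those of a sister screen read the other way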
Ecoli WT expand: growth inhibitors of wild-type E. coli, primary screen, strain BW25113, expanded library, OD600; OD600 absorbance; growth inhibition, % at 100 µM; actives 0.15% (n = 98,000); AID 710, 2007;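 active means growth inhibition above about 50% at one test dose, limit read from the data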;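 further: growth measured after 20 h incubation at 37 °C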
CYP2C19 inhib: blockers of cytochrome P450 2C19 activity – biochemical, luminescence, ADME assay, primary screen | P33261 | CYP2C19 Supersomes, luciferin-H EGE luminescence, 30 min | inhibition, % at 5 µM | actives 21% (n = 96,000) | AID 778, 2007;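 active means CYP2C19 inhibition above a set limit at 5 µM in the primary screen, cut at about 50% in these data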;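 further: plate controls were negative control wells for no effect and 2.5 mM tranylcypromine positive control for full effect; values of inactives mirror those of a sister screen read the other way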
EphB4 ephrin blk: EphB4-ephrin-B2 interaction antagonists, primary screen, biochemical, TNYL-RAW peptide probe, fluorescence polarization; EphB4 LBD / TNYL-RAW-Alexa532 peptide; Ephrin type-B receptor 4 (Homo sapiens), P54760; actives 0.15% (n = 97,000); inhibition, % at 7 µM;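 active means inhibition above the screen-wide mean inhibition plus 3 SD, cut at about 15% in these data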;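 further: 0% = DMSO wells and 100% = excess unlabeled TNYL-RAW peptide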
Target sequence (P54760 whole entry, looked up, the tested form may be a part): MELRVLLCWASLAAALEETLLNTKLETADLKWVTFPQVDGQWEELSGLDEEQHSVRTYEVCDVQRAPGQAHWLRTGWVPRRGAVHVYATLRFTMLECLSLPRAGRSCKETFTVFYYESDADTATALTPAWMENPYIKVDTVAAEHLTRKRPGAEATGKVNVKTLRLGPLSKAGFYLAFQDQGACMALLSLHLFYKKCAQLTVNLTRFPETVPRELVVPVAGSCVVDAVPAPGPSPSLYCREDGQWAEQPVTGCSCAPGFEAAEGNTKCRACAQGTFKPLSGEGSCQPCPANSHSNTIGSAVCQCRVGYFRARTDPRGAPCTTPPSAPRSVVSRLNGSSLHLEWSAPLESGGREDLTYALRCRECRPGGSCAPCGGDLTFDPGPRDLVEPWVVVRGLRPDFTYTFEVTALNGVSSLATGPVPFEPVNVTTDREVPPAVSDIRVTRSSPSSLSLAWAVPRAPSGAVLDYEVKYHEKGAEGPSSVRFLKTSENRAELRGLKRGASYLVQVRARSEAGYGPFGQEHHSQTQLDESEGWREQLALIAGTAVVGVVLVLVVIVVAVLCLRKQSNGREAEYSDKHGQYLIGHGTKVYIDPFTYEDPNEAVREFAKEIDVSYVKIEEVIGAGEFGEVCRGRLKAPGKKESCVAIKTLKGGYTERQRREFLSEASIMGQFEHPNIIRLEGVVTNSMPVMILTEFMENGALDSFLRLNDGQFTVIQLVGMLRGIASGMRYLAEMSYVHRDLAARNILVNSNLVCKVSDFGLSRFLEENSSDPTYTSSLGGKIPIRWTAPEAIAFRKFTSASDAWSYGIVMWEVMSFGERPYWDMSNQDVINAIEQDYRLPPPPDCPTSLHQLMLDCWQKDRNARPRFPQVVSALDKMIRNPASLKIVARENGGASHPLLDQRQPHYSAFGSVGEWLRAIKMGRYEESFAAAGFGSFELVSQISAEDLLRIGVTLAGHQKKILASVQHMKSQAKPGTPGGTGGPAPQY
* = called active by the depositor; . = not tested or not shown.

| Molecule | PLAP activator | CYP2C9 inh | CYP2C9 activ | PostGolgi yeast | Pyk2 oligo antag | CYP2C19 activ | Ecoli WT expand | CYP2C19 inhib | EphB4 ephrin blk |
| --- | --- | --- | --- | --- | --- | --- | --- | --- | --- |
| CCCS(=O)(=O)N1CCC(C(=O)NCCc2ccc(C)cc2)CC1 | 0.8 | 6 | 0.9 | 0 | 1.1 | 1 | -1 | 2 | -3 |
| O=C(CSC1=Nc2ccccc2C2=NC(c3ccccc3)C(=O)N12)NC1CCCCC1 (stereo not drawn) | 1 | 31 | 0.7 | 0 | -0.38 | 0.5 | -4 | 50 | 2 |
| CS(=O)(=O)N1CCN(c2ccccc2NC(=O)Cc2ccccc2)CC1 | 0.9 | 50 | 0.5 | -3 | -0.08 | 0.4 | 3 | 62* | 1 |
| N#C/C(=C\c1ccc(OCc2ccccc2)cc1)C(=O)Nc1nc2c(s1)CCN(Cc1ccccc1)C2 | 1.2 | 33 | 0.7 | -1 | -0.3 | 0.9 | 1 | 6 | 5 |
| CC(=O)c1cccc(NC(=O)CC2SC(N3CCCCC3)=NC2=O)c1 (stereo not drawn) | 1.1 | 3 | 1 | -3 | -0.02 | 1.1 | 4 | -10 | -6 |
| O=C(CN1C(=O)CCSc2ccccc21)Nc1ccccc1 | 1 | 70* | 0.3 | -9 | 1.4 | 0.1 | -3 | 92* | . |
| N#Cc1nc(COc2ccc(Cl)cc2)oc1N1CCN(Cc2ccccc2)CC1 | 1 | 53* | 0.5 | 0 | 1.4 | 0.6 | -32 | 40 | -7 |
| COc1ccc(C(=O)CSc2ncn[nH]2)cc1OC | 2.1* | -15 | 1.1 | 1 | 0.15 | 0.7 | 1 | 29 | -40 |
| O=C(COC(=O)CSc1nnc(-c2ccc(Cl)cc2)o1)NCc1ccc2c(c1)OCO2 | 0.9 | -21 | 1.2 | -3 | 1.2 | 1 | 3 | -4 | -7 |
| CCOc1ccccc1C(=O)NC1CCN(Cc2nnnn2C2CCCC2)CC1 | 1.4 | -15 | 1.2 | 6 | 0 | 0.6 | 2 | 36 | -1 |
| COCCCNC(=O)Cn1nnc(-c2ccccc2NC(=O)c2ccccc2F)n1 | 1 | 88* | 0.1 | . | -0.42 | 0.4 | . | 57* | 1 |
| O=C(NCc1cccs1)C1CCN(S(=O)(=O)c2ccc3c(c2)OCCO3)CC1 | 1 | -174 | 2.7* | 2 | -0.3 | 0.8 | -1 | 18 | -7 |
| Nc1cc(OC(=O)c2ccccc2Br)nn1S(=O)(=O)c1ccccc1 | 1.2 | 62* | 0.4 | 3 | 0.51 | 0.9 | 0 | 12 | . |
| CCc1ccc(OCCNC(=O)c2ccccc2SCc2ccccc2)cc1 | 0.8 | 45 | 0.5 | -4 | -1.6 | 0.7 | -11 | 27 | -1 |
| O=C(NC1CCCCC1)NC1(C(=O)N2CCN3CCCC3C2)CCCCC1 (stereo not drawn) | . | . | . | -4 | 0.52 | . | 5 | . | 1 |
| CCCOc1ccc2oc(=O)c3c(c2c1)CCCN3C(=O)CN(C)Cc1ccccc1 | 1.3 | 86* | 0.1 | 10 | -0.36 | 0.4 | 1 | 55* | 6 |
| CCOC(=O)c1sc(NC(=O)C2CC=CCC2C(=O)O)nc1C (stereo not drawn) | 1.1 | 7 | 0.9 | -3 | 0.68 | 1.2 | 3 | -23 | 0 |
| Cc1cc(C)n2nc(C(=O)OCCOc3cccc(Br)c3)nc2n1 | 1 | 11 | 0.9 | -5 | -0.22 | 0.8 | -6 | 19 | . |
| CCCCSc1nc2c(cnn2-c2ccc(C)c(C)c2)c(=O)[nH]1 | 1.2 | 10 | 0.9 | -2 | . | 1 | -11 | 0 | 2 |
| Cn1c(=O)n(CCc2ccccc2)c(=O)c2c1nc1n2CCN1Cc1ccco1 | 0.9 | 35 | 0.6 | -3 | -0.79 | 0.8 | 4 | 22 | -1 |
| Cc1nn(Cc2ccc(C(=O)Nc3nccs3)cc2)c(C)c1Cl | 1.3 | 8 | 0.9 | 17 | -1.2 | 1 | -2 | 1 | 7 |
| CC1CCN(c2cc(N3CCOCC3)c([N+](=O)[O-])cc2F)CC1 | 1.2 | 33 | 0.7 | -2 | -0.96 | 0.9 | 11 | 8 | 2 |
| Cn1ncc(Cl)c1C(=O)N1CCc2ccccc21 | 1.1 | -53 | 1.5 | 4 | -0.38 | 1 | 1 | -3 | -3 |
| CCOC(=O)C1=C(C)NC(=O)NC1c1ccccc1OCc1c(F)cccc1Cl (stereo not drawn) | 1.3 | 70* | 0.3 | 5 | -2.8 | 0.8 | -3 | 21 | -1 |
| Cc1cc(C)c(NC(=O)c2ccccc2N(C)S(C)(=O)=O)c(C)c1 | 0.9 | -55 | 1.6 | -23 | 1.4 | 0.9 | 5 | 12 | 5 |
| CC1=C(C#N)C(NC(=O)c2ccco2)(C(F)(F)F)C(=O)N1 (stereo not drawn) | 1.1 | -23 | 1.2 | 12 | 1.7 | 1 | -1 | 2 | -2 |
| O=C1NC2(CCCCC2)Oc2ccccc21 | 1.1 | -4 | 1 | -4 | -0.31 | 0.8 | 6 | 24 | 6 |
| CCC(=O)N1CCN(c2nc(C)nc3sc(C)c(C)c23)CC1 | 1.3 | 28 | 0.7 | 17 | -0.97 | 0.8 | 8 | 17 | -9 |
| O=C(Nc1ccc(N2CCOCC2)cc1)C1(S(=O)(=O)c2ccccc2)CC1 | 1.2 | -1 | 1 | . | 0.34 | 0.9 | . | 10 | . |
| COc1ccc(N2C(=O)CC(N3CCN(C4CCc5ccccc5C4)CC3)C2=O)cc1 (stereo not drawn) | 1.5 | -3 | 1 | 4 | 0.87 | 1 | 3 | 3 | -4 |
| Fc1ccc(-c2nnc(CN3CCC(c4nc5ccccc5s4)CC3)o2)cc1 | 0.9 | 20 | 0.8 | 16 | 0.26 | 0.9 | -1 | 7 | . |
| Cc1ccc(-n2nc3c(c2NC(=O)c2ccccc2Br)CS(=O)C3)cc1 (stereo not drawn) | 1.2 | 44 | 0.6 | 0 | . | 0.7 | 3 | 34 | -4 |
| COc1ccc(N2CCN(Cc3nc4c(c(=O)n(C)c(=O)n4C)n3C(C)C(C)=O)CC2)cc1 (stereo not drawn) | 1.4 | 9 | 0.9 | -12 | 0.34 | 0.8 | -1 | 15 | 10 |
| CS(=O)(=O)N(CCc1ccccc1)CC(=O)NCc1ccncc1 | 1.1 | 99* | 0 | -4 | 0.95 | 0 | -6 | 100* | -3 |
| COc1ccc(CNC(=O)CCCn2c(SCC#N)nc3cc4c(cc3c2=O)OCO4)cc1 | 0.8 | 80* | 0.2 | -20 | -0.12 | 0.5 | -11 | 54* | -5 |
| CCCCNC(=O)c1ccc2c(=O)n(CCCOCC)c(=S)[nH]c2c1 | 0.9 | 2 | 1 | 0 | -0.29 | 1.1 | -8 | -5 | 4 |
| CSc1ccccc1C(=O)N1CCOCC1 | . | . | . | -1 | -0.24 | . | -4 | . | 5 |
| O=C(Oc1ccc(/C=N/O)cc1)c1ccccc1 | 0.9 | -2 | 1 | 12 | 1.7 | 0.9 | 13 | 13 | -11 |
| COc1ccccc1NC(=O)CN1CCC(n2c(C)nc3cc(F)ccc32)CC1 | 1.8 | 3 | 1 | 1 | -0.21 | 0.6 | -6 | 37 | 5 |
| C/C(Cl)=C/Cn1c(NCCCn2ccnc2)nc2c1c(=O)[nH]c(=O)n2C | 0.9 | 90* | 0.1 | -2 | 0.28 | 0.5 | 2 | 52* | -1 |
| Cc1ccc(/C=N/n2cnc3sc4c(c3c2=O)CCCC4)o1 | 1.2 | -1 | 1 | 9 | -0.13 | 1.1 | -4 | -7 | -4 |
| COc1ccc(NC(=O)c2cc(-c3cccs3)on2)cc1OC | 0.9 | -9 | 1.1 | -6 | 0.13 | 0.8 | -15 | 18 | 0 |
| COc1c(S(=O)(=O)n2nc(C)cc2C)ccc(Cl)c1Cl | 1.3 | -132 | 2.3* | -2 | -0.52 | 0.5 | 0 | 52* | 6 |
| Cc1nnc(-c2ccccc2)c[n+]1[O-] | 0.8 | -35 | 1.4 | 16 | -0.88 | 1.3 | 13 | -27 | -9 |
| COc1ccccc1NC(=O)CSc1nc2ccccc2n1C(C)=O | 1.1 | 45 | 0.5 | -20 | 0 | 0.6 | 1 | 40 | -1 |
| CC(C)NC(=O)c1ccc(Sc2ccccc2)c([N+](=O)[O-])c1 | 1.2 | 51* | 0.5 | -5 | -0.43 | 0.6 | -17 | 37 | -2 |
| c1ccc2c(-c3nn4nnnc4c4ccccc34)cccc2c1 | 0.9 | 14 | 0.9 | -4 | -0.32 | 0.2 | -11 | 79* | 2 |
| O=C(N/N=C/c1cccn1-c1ccc([N+](=O)[O-])cc1)C(O)c1ccccc1 (stereo not drawn) | 1.1 | -2 | 1 | 8 | 0.18 | 0.8 | -5 | 16 | 8 |
| COc1ccc(-c2c/c(=N\c3nc(-c4ccccc4)c(C)s3)c3ccccc3o2)cc1O | 0.7 | 93* | 0.1 | -1 | -2.1 | 0.7 | -23 | 28 | 3 |
| COc1ccc(C(N)CCc2ccco2)cc1 (stereo not drawn) | 0.9 | 14 | 0.9 | 2 | -0.43 | 0.7 | 8 | 30 | 0 |
| C=C(C)Cn1c(C(C)NC(=O)CCC)nc2ccccc21 (stereo not drawn) | 0.9 | -2 | 1 | -8 | -0.04 | 0.9 | -5 | 8 | . |
| NC(=O)c1ccccc1OCC(=O)NS(=O)(=O)c1ccccc1 | 1.1 | -5 | 1 | 9 | 0.25 | 1 | -9 | 3 | 1 |
| Cn1c(=O)n(Cc2ccc(Cl)cc2)c(=O)c2c1nc1n2CCN1Cc1ccco1 | 1.1 | 16 | 0.8 | -3 | -0.06 | 0.6 | 5 | 37 | 2 |
| CCCCn1c(-c2csc3c2CCCC3)n[nH]c1=S | 1.2 | 89* | 0.1 | 5 | . | 0.3 | 17 | 70* | 2 |
| COc1cccc(OC)c1C(=O)N1CC(C)OC(C)C1 (stereo not drawn) | 1.2 | -9 | 1.1 | -4 | 1.9 | 0.8 | -3 | 17 | 3 |
| Cc1nc(N2CCN(Cc3ccccc3)CC2)[nH]c(=O)c1C | 1.2 | -2 | 1 | . | 0.23 | 1.1 | . | -10 | -10 |

More records:
| Molecule | PLAP activator | CYP2C9 inh | CYP2C9 activ | PostGolgi yeast | Pyk2 oligo antag | CYP2C19 activ | Ecoli WT expand | CYP2C19 inhib | EphB4 ephrin blk |
| --- | --- | --- | --- | --- | --- | --- | --- | --- | --- |
| COc1ccc(N=C2SC(C(N)=O)CC(=O)N2CCc2ccc(OC)c(OC)c2)cc1 (stereo not drawn) | 1.3 | 22 | 0.8 | 16 | -0.79 | 0.4 | 0 | 64* | 0 |
| COc1ccc(S(=O)(=O)c2c(N)n(Cc3ccco3)c3nc4ccccc4nc23)cc1 | 1.7 | 48 | 0.5 | -2 | 0.92 | 0.6 | -17 | 37 | 5 |
| OCCN1CCN(CC(O)COc2ccc3c(c2)OCO3)CC1 (stereo not drawn) | 0.9 | 16 | 0.8 | 0 | 1.6 | 0.9 | 6 | 11 | 8 |
| CCSc1nnc(-c2ccc(OC)cc2)o1 | 1 | 14 | 0.9 | -2 | 1.4 | 0.8 | 10 | 16 | -6 |
| CCOC(=O)CSc1nc(N)c(C(=O)Nc2ccc(N(C)C)cc2)s1 | 1.2 | 47 | 0.5 | -1 | -0.12 | 0.3 | 2 | 65* | -1 |
| O=C(CCn1nnc(-c2cccs2)n1)N1CCc2ccccc2C1 | 0.7 | 22 | 0.8 | -6 | 0.31 | 0.7 | 0 | 26 | 8 |

Bioassay records: PubChem, several laboratories
